Assay outcomes as filed in PubChem.
RXFP1 antag – qHTS Assay for Antagonists of the Relaxin Receptor RXFP1. Relaxin receptor 1 (Homo sapiens), Q9HBX9. 350,000 compounds, 0.59% hits. activity change, negative = inhibition, % at 57.5 µM. HEK293-RXFP1, relaxin-stimulated cAMP HTRF, 30 min; active compounds read low. AID 1259400, 2018;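 active means activity change of -60% or lower, but not beyond a set lower limit; inconclusive means change between -60% and -40%, or beyond the set limit; inactive means change above -40%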; further: on the % scale 0 is the no-effect control and ±100 the full control effect
Target sequence (Q9HBX9 whole entry, looked up): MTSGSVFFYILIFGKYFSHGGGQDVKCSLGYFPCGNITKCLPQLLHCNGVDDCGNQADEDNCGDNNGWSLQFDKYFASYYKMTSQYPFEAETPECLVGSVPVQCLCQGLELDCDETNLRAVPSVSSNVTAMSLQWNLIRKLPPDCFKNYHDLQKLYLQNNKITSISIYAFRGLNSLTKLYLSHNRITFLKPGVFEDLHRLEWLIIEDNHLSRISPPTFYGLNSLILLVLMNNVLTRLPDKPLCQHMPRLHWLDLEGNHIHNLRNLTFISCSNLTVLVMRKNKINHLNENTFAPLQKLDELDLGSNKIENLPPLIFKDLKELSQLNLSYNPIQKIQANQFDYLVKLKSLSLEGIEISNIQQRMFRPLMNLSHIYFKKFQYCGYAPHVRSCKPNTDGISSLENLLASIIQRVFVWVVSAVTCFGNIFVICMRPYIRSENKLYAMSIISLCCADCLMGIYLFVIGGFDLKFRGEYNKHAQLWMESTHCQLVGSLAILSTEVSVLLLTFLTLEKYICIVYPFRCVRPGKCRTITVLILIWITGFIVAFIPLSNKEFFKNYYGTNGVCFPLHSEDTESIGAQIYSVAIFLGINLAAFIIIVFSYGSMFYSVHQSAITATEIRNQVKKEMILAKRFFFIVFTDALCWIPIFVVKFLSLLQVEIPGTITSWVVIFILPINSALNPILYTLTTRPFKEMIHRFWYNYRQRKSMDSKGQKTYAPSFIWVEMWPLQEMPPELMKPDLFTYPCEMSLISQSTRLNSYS
TRHR ag – qHTS for Small Molecule Agonists and Allosteric Enhancers of Human TRH Receptor: Primary Screen for Agonists | Thyrotropin-releasing hormone receptor (Homo sapiens), P34981 | TRHR cells, calcium flux fluo-8, FDSS agonist mode | activation, % at 2 µM | 360,000 compounds, 0.18% hits; in the data active means activation above about 30%; further: 0% is about no effect
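Fluo-8-loaded TRHR cells; 10 s baseline, compound added, kinetic Ca2+ fluorescence read 1/s, agonist mode.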
D2 PAM – HTS Assay for Positive Allosteric Modulators of the Human D2 Dopamine Receptor: Primary Screen for Potentiators. potentiation, % at 10 µM. D(2) dopamine receptor (Homo sapiens), P14416. AID 485347, 2010. HEK293 T-REx D2, calcium flux, EC20 dopamine potentiation. 340,000 compounds, 0.34% hits;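 active means potentiation over 3 SD above the plate norm, cut at about 30% in these data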; further: 0% is about no effect
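Tetracycline-induced Hek293 Trex D2 cells, force-coupled to calcium, loaded with no-wash calcium dye. Compound added with 180 s kinetic read for agonism, then EC20 dopamine and a further 180 s read for potentiation.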
D1 agonist – Allosteric Agonists of the Human D1 Dopamine Receptor: qHTS; activation, % at 2 µM; AID 504660, 2011; D(1A) dopamine receptor (Homo sapiens), P21728; HEK293 T-REx D1 cells, calcium flux, agonist mode; 360,000 compounds, 1% hits; in the data active means activation above about 30%; further: 0% is about no effect
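Inducible HEK293 T-REx D1 cells, force-coupled to calcium signalling, were plated at 4000 cells/well with tetracycline and held overnight at 30 C. After no-wash calcium dye loading, compound-evoked calcium rise over 180 s flagged agonists.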
TRHR enhancer – qHTS for Small Molecule Agonists and Allosteric Enhancers of Human TRH Receptor: Primary Screen for Enhancers | 360,000 compounds, 0.66% hits | enhancement, % at 2 µM | Thyrotropin-releasing hormone receptor (Homo sapiens), P34981 | AID 493056, 2011 | TRHR cells, fluo-8 calcium fluorescence, EC20 TRH enhancement; in the data active means enhancement above about 30%; further: 0% is about no effect
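TRHR-expressing cells loaded with fluo-8 calcium dye were read kinetically (ex 480/em 530) during compound addition, then stimulated with an EC20 of TRH (10 nM final). Enhancement of the Gq-mediated intracellular calcium response was scored.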
D1 antagonist – Antagonist of Human D 1 Dopamine Receptor: qHTS; 360,000 compounds, 3.2% hits; activity change, negative = inhibition, % at 10 µM; D(1A) dopamine receptor (Homo sapiens), P21728; HEK293 TREx D1 cells, calcium flux, dopamine EC80; active compounds read low; in the data active means activity change below about -30%; further: on the % scale 0 is the no-effect control and ±100 the full control effect
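Tetracycline-induced HEK293 Trex D1 cells, force-coupled to calcium, dye-loaded; compounds added and read 180 s, then EC80 dopamine added and calcium flux tracked kinetically another 180 s.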
Apoferritin bind – qHTS Assay for Identification of Novel General Anesthetics; apoferritin/1-aminoanthracene competitive binding, fluorescence; Potency, µM (top dose mostly 77.5 µM), without a hit: at the highest dose activity change, negative = displacement, hits mostly inhibitors; 350,000 compounds, 0.074% hits; Ferritin light chain (Equus caballus), P02791; further: potency means the concentration at half of the fitted maximal effect; on the % scale 0 is the no-effect control and ±100 the full control effect; nearly all actives have a fitted effect of over 20% in size
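Steps: apoferritin (10 uM) was premixed with half-saturated 1-AMA in PBS, compounds were pin-transferred, plates stood 10 min at room temperature, fluorescence was read at 380/535 nm, and curves were fitted with a Hill equation.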
RXFP1 agonist – qHTS Assay for Agonists of the Relaxin Receptor RXFP1 | Relaxin receptor 1 (Homo sapiens), Q9HBX9 | HEK293T-RXFP1 cAMP TR-FRET, 30 min; response scale: percent of porcine relaxin response, buffer zero | Potency, µM (highest dose often 57.5 µM), without a hit: at the top dose activation, most hits filed as activators | 370,000 compounds, 0.3% hits | AID 2676, 2010; further: potency means the concentration at half of the fitted maximal effect; on the % scale 0 is the no-effect control and ±100 the full control effect; nearly all actives have a fitted effect of over 60% in size; many of its hits are not listed in these tables
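cAMP rise read by TR-FRET after 30 min, 37C compound exposure (up to 58 uM) in RXFP1-transfected HEK293 cells with Ro 20174 present. EC50 from Hill-equation fits, with 29 nM porcine relaxin as 100% and buffer as basal.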
D1 potentiator – Potentiators of Human D1 Dopamine Receptor: qHTS; D(1A) dopamine receptor (Homo sapiens), P21728; HEK293 TREx D1 cells, calcium flux, dopamine EC20 potentiation; potentiation, % at 10 µM; 360,000 compounds, 0.036% hits; AID 504651, 2011; in the data active means potentiation above about 30%; further: 0% is about no effect
Numbers without * were called inactive; ? = inconclusive; / = not tested or not shown; [ ] = dose if it differs, or a comment. Unless noted, the call rests on the fitted dose curve; in most records, active means well fitted curve in the direction sought with a large enough effect; inconclusive means small, poorly fitted or top-dose-only effect, or another doubt; inactive means no such curve, though single readings can be large; an effect the other way counts as inactive or inconclusive. Only part of the results is shown; the hit share may differ from the screen's.

RXFP1 antag | TRHR ag | D2 PAM | D1 agonist | TRHR enhancer | D1 antagonist | Apoferritin bind | RXFP1 agonist | compound | D1 potentiator
17.3 | -0.2 | -0.6 | 0.0 | -0.6 | -2.4 | ? | 1.7% | Cc1ccnc(Sc2ccc([N+](=O)[O-])cc2[N+](=O)[O-])n1 | -4.5
-2.1 | -0.3 | -6.2 | 3.3 | 8.4 | -9.6 | -8.3% | -0.4% | CCN(CC)CCN(C(=O)c1ccc(N2C(=O)CCC2=O)cc1)c1nc2cc3c(cc2s1)OCCO3 | -1.8
-17.5 | -0.3 | -0.3 | 1.4 | 10.5 | -3.9 | -5.2% | 2.9% | CCOc1ccc(NC(=O)CSc2nnc(CNC(=O)c3c(F)cccc3Cl)o2)cc1 | 6.8
-14.7 | 0.9 | -4.5 | 2.4 | 8.2 | 0.0 | -3.9% | -1.3% | O=C1NCCCc2nonc21 | 2.5
-2.7 | 0.3 | 10.6 | 2.4 | -0.4 | 2.3 | 5.8% | 2.7% | CCN1CCN(c2ncc3c(n2)CC(c2cc(OC)c(OC)c(OC)c2)CC3=O)CC1 (configuration not stated) | -4.5
-4.4 | 0.1 | 8.7 | 2.6 | -3.6 | 7.7 | -5.3% | -1.8% | Cc1cccc(NC(=O)CN2C(=O)C(C)Oc3ccccc32)n1 (configuration not stated) | -1.2
-3.0 | 0.2 | -10.7 | 3.6 | 1.8 | -4.3 | / | 2.3% | CC(=O)Nc1ccc(C(=O)OCC(=O)NCc2cccs2)cc1 | /
-19.2 | 0.8 | -9.0 | 1.5 | 26.3 | 10.8 | / | -1.6% | O=C(OCC(=O)N1CCCC1=O)C1CCN(S(=O)(=O)c2ccc(Cl)c(C(F)(F)F)c2)CC1 | 0.2
/ | 2.3 | 1.0 | 10.5 | 3.5 | -20.5 | -11.6% | 1.2% | COc1ccc(N=C2SC(CC(=O)Nc3ccccc3)C(=O)N2CCc2ccccn2)cc1 (configuration not stated) | -4.5
-2.8 | 0.0 | -2.4 | 3.1 | 2.0 | -14.2 | -12.0% | 2.5% | CCOc1ccc(NC(=O)CCN2CCCCC2)cc1 | -1.6
1.0 | -0.1 | 4.1 | 1.4 | 0.9 | 11.2 | -15.8% | -0.3% | COC(=O)c1ccc(NC(=S)Nc2ccccc2)cc1 | -3.5
3.0 | -1.4 | 0.5 | 4.4 | -3.4 | -15.8 | -5.1% | 1.2% | CCOC(=O)N1CCC(N(CCOC)C(=O)Nc2ccc(Cl)cc2)CC1 | 2.5
6.2 | -0.2 | 11.5 | 1.8 | 6.7 | -34.1* | / | -0.2% | COc1ccc(CCN(C)C(=O)C2CC(=O)N(Cc3ccc(C)cc3)C2)cc1OC (configuration not stated) | /
2.8 | -0.4 | 7.5 | 4.6 | -6.3 | 6.2 | -5.6% | 1.1% | COc1cc2c(cc1OC)CN(C(=O)c1cc(S(=O)(=O)N3CCOCC3)c(Cl)cc1Cl)CC2 | -5.4
-5.1 | -0.4 | -0.9 | 2.2 | -6.7 | 16.9 | 3.5% | 2.4% | CCN(CC)Cc1cc(C(=O)O)c(-c2ccccc2)o1 | -1.5

Additional entries follow.
RXFP1 antag | TRHR ag | D2 PAM | D1 agonist | TRHR enhancer | D1 antagonist | Apoferritin bind | RXFP1 agonist | compound | D1 potentiator
2.1 | -0.6 | / | 6.8 | -1.5 | -24.8 | -10.0% | -2.2% | CCOc1ccc(C(=O)NC(C)CCc2ccccc2)cc1 (configuration not stated) | -2.4
2.7 | -0.2 | -5.8 | 2.6 | 1.3 | -8.6 | ? | 3.1% | O=C(CCS(=O)(=O)c1ccccc1)Nc1nc2c(s1)COc1ccccc1-2 | 1.6
-20.3 | -0.8 | -5.7 | 7.2 | -2.0 | 8.3 | -14.1% | -0.7% | CCCCCCCN1C2=NCCCN2c2ccccc21 | -3.5
/ | 2.6 | -1.9 | 15.4 | -0.1 | -6.4 | -4.3% | 20.3% | COc1cc(/C=C(\C#N)c2nc3ccccc3s2)ccc1OCC(=O)Nc1ccccc1 | -16.9
/ | 1.6 | -5.9 | 9.9 | -4.2 | -13.4 | 151.6%[activator] | 3.7% | COc1ccc(Cl)cc1NC(=O)CCCN1C(=O)C(c2ccccc2)Oc2cccnc21 (configuration not stated) | -3.6
-19.6 | 0.2 | -7.8 | 5.2 | 4.7 | 0.1 | -9.4% | 0.0% | FC(F)(F)c1cccc(N2CCN(C3CC4CCC3C4)CC2)c1 (configuration not stated) | -15.1
-20.4 | -1.7 | 21.1 | 24.9 | 8.2 | 28.2 | 54.8%[activator] | -2.1% | CCOC(=O)c1ccc(N2C(=O)c3[nH]nc(-c4ccccc4)c3C2c2cccs2)cc1 (configuration not stated) | 5.9
3.4 | -1.6 | 6.5 | 2.4 | -3.9 | -3.3 | -21.1% | -0.1% | CCOc1ccc(NC(=O)CC2C(=O)N(c3ccc(OC)cc3)C(=O)N2Cc2ccc(OC)cc2)cc1 (configuration not stated) | 0.7
7.1 | 0.4 | 7.5 | 2.3 | 0.8 | -12.3 | -2.6% | 0.1% | CCCNC(=O)N1CCC(n2nccc2NC(=O)CCOc2ccccc2)CC1 | -1.8

As a short view, six of the compounds above:
RXFP1 antag | TRHR ag | D2 PAM | D1 agonist | TRHR enhancer | D1 antagonist | Apoferritin bind | RXFP1 agonist | compound | D1 potentiator
2.1 | -0.6 | / | 6.8 | -1.5 | -24.8 | -10.0% | -2.2% | CCOc1ccc(C(=O)NC(C)CCc2ccccc2)cc1 (configuration not stated) | -2.4
2.7 | -0.2 | -5.8 | 2.6 | 1.3 | -8.6 | ? | 3.1% | O=C(CCS(=O)(=O)c1ccccc1)Nc1nc2c(s1)COc1ccccc1-2 | 1.6
-20.3 | -0.8 | -5.7 | 7.2 | -2.0 | 8.3 | -14.1% | -0.7% | CCCCCCCN1C2=NCCCN2c2ccccc21 | -3.5
/ | 2.6 | -1.9 | 15.4 | -0.1 | -6.4 | -4.3% | 20.3% | COc1cc(/C=C(\C#N)c2nc3ccccc3s2)ccc1OCC(=O)Nc1ccccc1 | -16.9
/ | 1.6 | -5.9 | 9.9 | -4.2 | -13.4 | 151.6%[activator] | 3.7% | COc1ccc(Cl)cc1NC(=O)CCCN1C(=O)C(c2ccccc2)Oc2cccnc21 (configuration not stated) | -3.6
-19.6 | 0.2 | -7.8 | 5.2 | 4.7 | 0.1 | -9.4% | 0.0% | FC(F)(F)c1cccc(N2CCN(C3CC4CCC3C4)CC2)c1 (configuration not stated) | -15.1
